Screens (PubChem BioAssay)
VIM-2 inhibitor: inhibitors of Pseudomonas aeruginosa VIM-2 metallo-beta-lactamase | purified VIM-2, nitrocefin hydrolysis, epi-absorbance fluorescence | inhibition, % at 5.6 µM | actives 0.89% (n = 290,000);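 active = inhibition above the mean of all tested compounds plus 3 SD, cutoff set per screening run, cut at about 7.5% in these data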;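 note: red hydrolysis product quenches plate fluorescence so inhibitors raise well fluorescence; 0% = enzyme with DMSO and 100% = DMSO without enzyme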
NALP1 inh: NALP1 inhibition. S. cerevisiae NALP1/ASC/caspase-1 growth, X-gal OD620, 72 h. inhibition, % at 10 µM. actives 0.61% (n = 280,000). AID 2071; in the data active = inhibition mostly above about 24%, no sharp cut-off; inactive = mostly below about 32%; note: some compounds called inactive have numbers as strong as hits
p-CIP stab down: lowers stability of the mouse p/CIP coactivator protein | Q05BA5 | decrease of EGFP signal, % at 10 µM | F442A p/CIP-EGFP cells, EGFP fluorescence, 16 h | actives 0.01% (n = 290,000);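 active = EGFP signal decrease of at least 30% at 10 µM or well 3 SD below plate mean, unless failing retest; inactive = the rest, including hits failing retest or dose response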; note: some compounds called inactive have numbers as strong as hits; many of its hits are not listed in these tables
IDE cell inh: inhibitors of human insulin-degrading enzyme in cells; HEK cells, FAbetaB cleavage, fluorescence polarization; inhibition, % at 5.59 µM; actives 0.41% (n = 320,000); AID 434962;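 active = percent inhibition above the average of all tested compounds plus 3 SD, set per screening campaign, cut at about 16% in these data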;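 note: IDE supplied by intact live HEK cells; FP after avidin binding of uncleaved biotin substrate so inhibition keeps polarization high; 0% = DMSO wells and 100% = 60 µM reference IDE inhibitor Ii1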
Target sequence (P14735 whole entry, looked up): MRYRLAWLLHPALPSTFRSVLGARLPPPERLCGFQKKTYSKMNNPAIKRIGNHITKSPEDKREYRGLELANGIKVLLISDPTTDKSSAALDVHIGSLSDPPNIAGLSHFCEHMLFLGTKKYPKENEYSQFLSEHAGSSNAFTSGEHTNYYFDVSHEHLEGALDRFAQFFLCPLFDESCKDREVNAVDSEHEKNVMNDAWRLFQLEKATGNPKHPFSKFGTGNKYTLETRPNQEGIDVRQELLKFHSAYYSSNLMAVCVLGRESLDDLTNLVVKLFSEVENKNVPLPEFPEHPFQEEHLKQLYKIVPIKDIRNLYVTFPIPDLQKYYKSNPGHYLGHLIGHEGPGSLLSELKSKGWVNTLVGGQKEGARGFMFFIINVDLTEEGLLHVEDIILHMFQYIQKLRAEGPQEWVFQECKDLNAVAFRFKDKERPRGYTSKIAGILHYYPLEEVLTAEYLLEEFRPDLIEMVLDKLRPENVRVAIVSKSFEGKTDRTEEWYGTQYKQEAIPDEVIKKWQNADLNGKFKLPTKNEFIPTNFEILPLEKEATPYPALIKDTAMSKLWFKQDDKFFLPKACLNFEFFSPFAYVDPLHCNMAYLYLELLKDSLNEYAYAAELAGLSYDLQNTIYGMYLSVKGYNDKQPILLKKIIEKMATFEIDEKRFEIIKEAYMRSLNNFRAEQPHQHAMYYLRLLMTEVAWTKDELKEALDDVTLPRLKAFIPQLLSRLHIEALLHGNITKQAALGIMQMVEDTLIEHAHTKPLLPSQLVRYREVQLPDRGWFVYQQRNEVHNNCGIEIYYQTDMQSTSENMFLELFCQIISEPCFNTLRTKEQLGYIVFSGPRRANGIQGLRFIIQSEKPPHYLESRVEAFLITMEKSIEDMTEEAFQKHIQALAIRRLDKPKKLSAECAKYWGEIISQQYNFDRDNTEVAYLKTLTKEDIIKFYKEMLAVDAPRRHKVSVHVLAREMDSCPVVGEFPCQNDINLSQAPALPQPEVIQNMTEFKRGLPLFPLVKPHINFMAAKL
PHOSPHO1 inh: inhibitors of human PHOSPHO1 phosphatase; recombinant PHOSPHO1, absorbance phosphatase assay; inhibition, % at 13.3 µM; actives 1.1% (n = 290,000); in the data active = inhibition above about 60%
IDE act: boosts human insulin-degrading enzyme activity in HEK cells; P14735; actives 0.073% (n = 340,000); FAbeta-B cleavage, fluorescence polarization; 0% vehicle, 100% cell-free pure enzyme wells; activation, % at 5.96 µM;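 active = activation above the mean of all tested compounds plus 3 SD, set per screening campaign, cut at about 17% in these data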
IMP-1 inh: inhibitors of Pseudomonas aeruginosa IMP-1 metallo-beta-lactamase; purified IMP-1, nitrocefin hydrolysis, epi-absorbance fluorescence; inhibition, % at 5.6 µM; actives 0.45% (n = 290,000);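 active = inhibition above the mean plus 3 SD of all compounds in the same screening run, cut at about 4.5% in these data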;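 note: 0% = IMP-1 with DMSO and 100% = DMSO wells lacking enzyme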
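System: purified IMP-1 / Input: IMP-1 dispensed at 0.2 nM / Medium: 50 mM HEPES pH 7.1, 50 µM ZnSO4, 0.05% Brij 35 / Timing: 15 min enzyme–compound preincubation, then 25 min nitrocefin reaction, 25 °C / Technique: plate fluorescence quenching by hydrolysis product, ex 480/em 530 nm / Repeats: singlicate testing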
M18AAP inhibitor: PfM18AAP enzyme inhibition; recombinant PfM18AAP, H-Glu-NHMec fluorogenic cleavage; inhibition, % at 7.35 µM; actives 1.2% (n = 290,000);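 active = inhibition above the campaign mean inhibition over all tested compounds plus 3 SD, cut at about 28% in these data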;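 note: 0% = plate median of test compound wells and 100% = 2 mM ZnCl2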
GPR7 antagonist: human neuropeptides B/W receptor 1 antagonism; P48145; GPR7-expressing cells, fluorescence antagonist assay; inhibition, % at 4.4 µM; actives 1.1% (n = 290,000); in the data active = inhibition above about 16%, passing the limit was not always enough;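 note: cells stimulated with the agonist NPW; 0% = agonist with vehicle and 100% = vehicle without agonist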
* = called active by the depositor; . = not tested or not shown. The order is random. About 5.3% of those tested had a hit in this group.

VIM-2 inhibitor	NALP1 inh	p-CIP stab down	IDE cell inh	PHOSPHO1 inh	IDE act	IMP-1 inh	M18AAP inhibitor	GPR7 antagonist	Compound
-1.6	16	13	2	2	3	-1.6	-10	-15	CC(=O)NC(Cc1ccccc1)C(C)=O (centres undefined)
-2.8	14	-11	2	20	6	-2.6	-13	-4	CCOC(=O)C1CCCN(CC(=O)Nc2cccc(C(C)=O)c2)C1 (centres undefined)
-1.1	15	1	-3	-7	0	-4.4	1	8	c1ccc(CCc2cn(C[C@H]3CC[C@@H]([C@@H]4CC[C@H](Cn5cc(CCc6ccccc6)nn5)O4)O3)nn2)cc1
.	.	3	8	4	1	.	.	.	c1ccc(C2[C@H]3CN(CC4CCCCC4)[C@H](c4ccccc4)C34CC2(c2cccnc2)C4)cc1 (some centres undefined)
-3.2	18	13	-1	28	-1	-3.1	1	-10	O=C(CNC(=O)c1ccccc1)NCC(=O)OCC(=O)c1ccccc1
-0.5	9	-14	2	6	1	-4.0	-4	0	Clc1ccc(NC2=NCCC2)cc1Cl
-3.6	12	-10	1	51	-1	-2.6	-5	-1	CCOc1ccc(-n2c(COc3ccccc3)nnc2SCC(N)=O)cc1
-1.5	37	-13	6	-13	0	-1.1	-3	-11	CC(=O)N1CCCc2cc(S(=O)(=O)N3CCC(C)CC3)ccc21
-0.7	25	-15	-2	31	0	0.1	-9	-21	CC(C)(C)c1ccc(S(=O)(=O)N2CCC(N3CCCCC3)CC2)cc1
-0.1	20	-6	-3	29	0	-1.1	-1	-24	O=C(Nc1ccccc1Cl)C1C(c2ccccc2)C1(Cl)Cl (centres undefined)
-4.1	-12	-10	1	-12	3	-3.1	3	-8	O=C(OCC(=O)N1CCN(C(=O)c2ccco2)CC1)C1=COCCO1
-2.9	1	-13	4	15	-4	-2.9	6	1	CC1Sc2ccc(S(=O)(=O)N3CCC(C(N)=O)CC3)cc2NC1=O (centres undefined)
1.7	8	-3	-1	.	3	1.0	5	-7	CCOC(=O)c1c(SCc2ccccc2)n[nH]c1N
0.8	12	0	-2	5	0	-3.9	7	-3	CC(=O)c1c(C(C)=O)c(C)n(-c2ccc(N)cc2)c1C
1.8	-6	-6	1	46	-1	1.1	-3	-12	O=C1Nc2ccccc2/C1=N/N=C/c1cccc(O)c1
-2.3	3	4	-6	-18	1	-2.2	-4	-1	O=C(c1cccnc1)N1CCN(S(=O)(=O)c2ccc3ccccc3c2)CC1
-1.8	11	-8	4	-10	0	-2.2	2	0	Cc1ccc(N)cc1CN1CCCC1=O
-2.4	14	-8	1	30	2	-0.9	-1	-7	CCOC(=O)CN1C(=O)N(c2ccccc2OC)S(=O)(=O)c2ccccc21
-2.3	-1	15	-1	-12	5	-1.9	2	-5	O=S(=O)(NCc1ccccc1)NCc1ccccc1
-2.0	-8	-10	2	27	3	-4.7	-3	-7	CSCCC(NC(=O)c1ccc(Cl)cc1Cl)C(=O)NCc1ccccn1 (centres undefined)
-2.3	25	-7	0	20	6	-2.8	-14	-12	NC(=O)CSc1nnc(-c2ccccn2)n1Cc1ccco1
1.3	23	9	3	20	2	-0.6	3	24	S=C(c1ccccc1)N1CCSCC1
-0.4	-7	-8	2	40	6	-0.5	-1	-4	CC(C)(C)[C@@H]1C=C(C(=O)O)O[C@H](OCc2ccc(CO)cc2)C1
-0.7	4	-10	12	37	-7	-5.1	-9	-9	COc1ccc(N2CCN(c3cnc4ccccc4n3)CC2)cc1
-2.6	15	-6	4	6	-2	-4.0	8	-7	COC(=O)c1cc2c(N)c(C(=O)c3ccc(Cl)cc3)sc2nc1C(OC)OC
-1.2	22	2	3	29	6	-0.4	-7	-6	CCN(Cc1ccc(NC(C)=O)cc1)CC1CCCN(CCc2cccc(OC)c2)C1 (centres undefined)
-0.5	-2	0	0	2	-5	-0.3	4	2	O=C1c2ccccc2NC(c2ccccc2O)N1NS(=O)(=O)c1ccccc1 (centres undefined)
2.2	11	-4	2	3	5	0.4	4	-12	CCOC(=O)c1c(NC2=NS(=O)(=O)c3ccccc32)sc2c1CCCCC2
0.5	54	9	-4	0	7	-3.1	-5	-4	COC(=O)C(Cc1ccccc1)NC(=O)COc1ccc(C(C)(C)C)cc1 (centres undefined)
-0.9	-16	7	3	-18	8	0.0	-6	7	Cc1ccc(C)c(S(=O)(=O)N2CCN(CC(=O)NC(=O)NCc3ccco3)CC2)c1

Full records, quoted from the list. Order of screens: VIM-2 inhibitor, NALP1 inh, p-CIP stab down, IDE cell inh, PHOSPHO1 inh, IDE act, IMP-1 inh, M18AAP inhibitor, GPR7 antagonist
`O=S(=O)(NCc1ccccc1)NCc1ccccc1` reads -2.3, -1, 15, -1, -12, 5, -1.9, 2, -5
`O=C(CNC(=O)c1ccccc1)NCC(=O)OCC(=O)c1ccccc1` reads -3.2, 18, 13, -1, 28, -1, -3.1, 1, -10
`CCOc1ccc(-n2c(COc3ccccc3)nnc2SCC(N)=O)cc1` reads -3.6, 12, -10, 1, 51, -1, -2.6, -5, -1
`Cc1ccc(C)c(S(=O)(=O)N2CCN(CC(=O)NC(=O)NCc3ccco3)CC2)c1` reads -0.9, -16, 7, 3, -18, 8, 0.0, -6, 7
`O=C(OCC(=O)N1CCN(C(=O)c2ccco2)CC1)C1=COCCO1` reads -4.1, -12, -10, 1, -12, 3, -3.1, 3, -8

Following part.
VIM-2 inhibitor	NALP1 inh	p-CIP stab down	IDE cell inh	PHOSPHO1 inh	IDE act	IMP-1 inh	M18AAP inhibitor	GPR7 antagonist	Compound
0.5	-7	11	3	35	-1	-0.6	-5	1	COc1ccc(NC(C)=O)cc1NC(=O)CSc1nnc(-c2ccc(F)cc2)n1N
-1.6	2	-2	2	6	5	1.6	1	-1	Cc1ccc(C(=O)Nc2nc(C)c(C)s2)o1
-1.1	7	-7	2	-50	3	0.9	-3	-8	Cc1nc(C)c(CCNC(=O)c2ccccc2Br)s1
-1.3	-14	-2	-2	8	7	-2.2	7	-5	Cc1ccc(CNc2oc(COc3ccccc3Cl)nc2C#N)cc1
-4.3	19	-10	0	38	10	-1.8	6	-8	Cc1nnsc1C(=O)NNS(=O)(=O)c1cc(C(F)(F)F)cc(C(F)(F)F)c1
-0.3	21	2	-4	58	6	-0.1	6	-12	CC(=O)Nc1ccc(NC(=O)C(=O)c2cn(CC(=O)N3CCCC3)c3ccccc23)cc1
0.0	8	-1	5	-5	4	-3.1	-12	7	COc1ccc(S(=O)(=O)Nc2cc(C(=O)NCCCN3CCOCC3)ccc2N2CCOCC2)cc1
-2.2	.	-20	-1	1	2	-4.2	-6	-13	COc1ccc(S(=O)(=O)NC(Cc2cnc[nH]2)C(=O)O)cc1 (centres undefined)
-1.9	7	-5	-2	26	7	-0.9	-4	-5	CCn1c(SCC(=O)Nc2nnc(C)s2)nnc1C(C)NC(=O)c1ccccc1F (centres undefined)
-1.0	11	1	3	32	2	-2.2	7	-2	CNC(=O)COC(=O)COc1ccc2c(C)cc(=O)oc2c1
-2.4	22	0	0	.	5	-1.9	2	-11	COC(=O)c1ccccc1NC(=O)CN(c1ccc(C)cc1)S(C)(=O)=O
-2.2	7	-10	1	33	2	-2.4	12	-12	Cc1ccc(N(C(=O)c2snc(C(N)=O)c2N)C(C(=O)NCCC(C)C)c2ccco2)cc1 (centres undefined)
-0.6	3	2	0	-8	4	0.6	-8	10	O=S(=O)(c1cccc(-c2csc(-c3ccccc3)n2)c1)N1CCOCC1
-1.1	-8	-9	-4	-9	-3	-1.8	2	-8	CC(=O)Nc1ccc(S(=O)(=O)Nc2ccc(N3CCOCC3)c(F)c2)cc1
2.1	.	-16	1	38	0	-2.3	3	-5	COC(=O)C(C)SC1=N/C(=C/c2ccc(-n3cncn3)cc2)C(=O)N1 (centres undefined)
0.1	11	5	5	-11	2	-4.9	-2	-12	O=C(c1cncc(Br)c1)N1CCN(c2ccc([N+](=O)[O-])cc2)CC1
-3.5	24	7	5	-18	2	-1.0	-6	-8	CCc1cc2c(NC(Cc3c[nH]c4ccccc34)C(=O)O)nc(C)nc2s1 (centres undefined)
2.0	-3	-51	5	46	-1	-0.5	-4	-15	CCc1[nH]nc2c1C(C1C=CCCC1)C(C#N)=C(N)O2 (centres undefined)
18*	17	-3	2	29	-3	-0.4	5	-9	COc1ccc2c(c1OC)c(=O)n1c3ccc(OC(C)C(=O)NCCN4CCOCC4)cc3c3ccnc2c31 (centres undefined)
-1.3	2	-3	0	-3	-1	-1.2	10	1	Cc1ccc(S(=O)(=O)N2CCCC(c3nnc4n3-c3ccccc3SC4)C2)cc1 (centres undefined)
8.2*	7	-10	-9	28	-1	-3.7	23	5	Cc1cccn2c(=O)c3cc(C(=O)NCc4ccco4)c(=N)n(C4CCCC4)c3nc12
-1.9	8	-19	-2	8	.	-2.9	-8	-3	O=C1CC(C(F)(F)F)=NN1
-0.6	1	-40	5	-12	4	0.2	3	-5	CC1CCN(S(=O)(=O)c2ccc(C(=O)OC(C)C(=O)NC3CCCCC3C)cc2)CC1 (centres undefined)
4.3	-2	-7	3	-1	-5	0.4	-1	-14	O=C(NCCCn1ccnc1)C(=O)NCc1ccccc1
-1.5	30	-6	-7	13	-1	-1.1	-8	18	CC(C)C(OC(=O)C1CCCO1)C(=O)NC1CCCC1 (centres undefined)
-1.9	-6	-5	7	-20	1	0.5	-3	-7	COc1ccccc1C(=O)N1CCN(CCc2ccccc2)CC1
.	.	-6	4	26	-4	.	.	.	COc1ccc(C(=O)N2CC3(CC(c4cccc(NC(=O)CC(c5ccccc5)c5ccccc5)c4)=NO3)C[C@H]2C(N)=O)cc1 (some centres undefined)
0.0	5	-2	2	6	-1	-1.8	-17	3	CCOc1ccccc1C(=O)NC1CC2CCCC(C1)N2Cc1nnnn1Cc1ccco1 (centres undefined)
